GalR3 antagonist – antagonists of human GalR3; O60755; HEK293 GalR3-CNG cAMP membrane potential fluorescence; galR3 body fused to GalR1 C-terminus; inhibition, % at 3 µM; hit rate 0.44% among 360,000;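 active = inhibition above the screen-wide average plus 3 SD, cut at about 13% in these data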;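 note: forskolin and galanin both at EC90 stimulate the cells; cAMP rise reported by CNG channel membrane potential dye signal; 0% = forskolin plus galanin with DMSO and 100% = forskolin alone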
Target sequence (O60755 1-299 limits assumed): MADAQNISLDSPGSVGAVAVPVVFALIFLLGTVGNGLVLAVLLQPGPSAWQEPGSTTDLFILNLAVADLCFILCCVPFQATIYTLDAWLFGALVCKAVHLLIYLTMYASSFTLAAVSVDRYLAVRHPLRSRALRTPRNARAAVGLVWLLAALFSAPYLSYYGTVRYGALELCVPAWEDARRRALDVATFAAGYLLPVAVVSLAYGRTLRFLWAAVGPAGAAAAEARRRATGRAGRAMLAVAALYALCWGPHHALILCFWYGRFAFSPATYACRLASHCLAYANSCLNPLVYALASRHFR
CRFR2-BP antag – CRF-BP/CRF-R2 complex antagonism | hit rate 0.59% among 350,000 | HEK293 CRF-R2/CRF-BP, CRF-induced calcium fluorescence | inhibition, % at 11.8 µM;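 active = inhibition of the ligand-induced calcium signal above about 50% at the single tested concentration, limit read from the data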
IDE cell inh – cellular human IDE inhibition; HEK cells, FAbetaB cleavage, fluorescence polarization; hit rate 0.41% among 320,000; inhibition, % at 5.59 µM; P14735;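 active = percent inhibition above the average of all tested compounds plus 3 SD, set per screening campaign, cut at about 16% in these data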;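 note: IDE supplied by intact live HEK cells; FP after avidin binding of uncleaved biotin substrate so inhibition keeps polarization high; 0% = DMSO wells and 100% = 60 µM reference IDE inhibitor Ii1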
HCV NS3 hel inh – HCV NS3 helicase inhibition; inhibition, % at 10.9 µM; AID 1800; NS3 helicase DNA unwinding, Cy5 molecular beacon fluorescence; hit rate 0.56% among 290,000;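 active = inhibition above the mean of all tested compounds plus 3 SD, set per campaign, cut at about 35% in these data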;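 note: 0% = DMSO wells and 100% = thioflavine S control wells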
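Test system: hepatitis C virus NS3 helicase domain fragment enzyme. Also added: annealed dual-labelled DNA beacon duplex, ATP-started. Timing: 60 min unwinding reaction at 25 °C after ATP addition. Technique: Cy5 fluorescence. Measure: % inhibition of unwinding.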
IDE cell activ – boosts human insulin-degrading enzyme activity in HEK cells; P14735; hit rate 0.073% among 340,000; AID 493087; activation, % at 5.96 µM; FAbeta-B cleavage, fluorescence polarization; 0% vehicle, 100% cell-free pure enzyme wells;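 active = activation above the mean of all tested compounds plus 3 SD, set per screening campaign, cut at about 17% in these data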
IMP-1 inh – blocks Pseudomonas aeruginosa IMP-1 metallo-beta-lactamase. purified IMP-1, nitrocefin hydrolysis, epi-absorbance fluorescence. inhibition, % at 5.6 µM. hit rate 0.45% among 290,000;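 active = inhibition above the mean plus 3 SD of all compounds in the same screening run, cut at about 4.5% in these data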;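 note: 0% = IMP-1 with DMSO and 100% = DMSO wells lacking enzyme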
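Assay system: purified recombinant IMP-1 beta-lactamase. Input: IMP-1 0.2 nM before substrate addition. Buffer or medium: Zinc- and detergent-supplemented HEPES buffer, pH 7.1. Schedule: 25 °C, 15 min preincubation, 25 min reaction. Signal: Epi-absorbance fluorescence, 480 nm excitation, 530 nm emission. Evaluation: percent inhibition from optical density relative to buffer-blank wells.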
SUMO HTRF inh – SUMOylation inhibition. P63279. HTRF SUMOylation assay, SAE1/SAE2 + UBC9, in vitro. inhibition, % at 35 µM. hit rate 0.36% among 290,000. AID 2006; in the data active = inhibition above about 50%, passing the limit was not always enough; note: strong numbers were not always called active
Target sequence (P63279 whole entry, looked up): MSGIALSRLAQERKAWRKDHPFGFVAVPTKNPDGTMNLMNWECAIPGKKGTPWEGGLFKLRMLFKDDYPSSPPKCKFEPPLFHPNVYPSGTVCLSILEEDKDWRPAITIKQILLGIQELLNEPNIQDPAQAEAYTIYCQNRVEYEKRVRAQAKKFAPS
p-CIP stab down – p/CIP protein destabilization; AID 1984; hit rate 0.01% among 290,000; decrease of EGFP signal, % at 10 µM; F442A p/CIP-EGFP cells, EGFP fluorescence, 16 h;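 active = EGFP signal decrease of at least 30% at 10 µM or well 3 SD below plate mean, unless failing retest; inactive = the rest, including hits failing retest or dose response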; note: some compounds called inactive have numbers as strong as hits; many of its hits are not listed in these tables
VIM-2 inh – inhibitors of Pseudomonas aeruginosa VIM-2 metallo-beta-lactamase | AID 1527 | purified VIM-2, nitrocefin hydrolysis, epi-absorbance fluorescence | hit rate 0.89% among 290,000 | inhibition, % at 5.6 µM;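 active = inhibition above the mean of all tested compounds plus 3 SD, cutoff set per screening run, cut at about 7.5% in these data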;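 note: red hydrolysis product quenches plate fluorescence so inhibitors raise well fluorescence; 0% = enzyme with DMSO and 100% = DMSO without enzyme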
Numbers without * were called inactive; / = no result given; & = joins results of further samples. Rows are unselected (roughly 3.2% active in at least one column).

SMILES	GalR3 antagonist	CRFR2-BP antag	IDE cell inh	HCV NS3 hel inh	IDE cell activ	IMP-1 inh	SUMO HTRF inh	p-CIP stab down	VIM-2 inh
O=C(Nc1nccs1)c1ccccc1Br	-5	-10	-2	-3	1	-4.8	8	-8	-2.6
CC1CCN(C(=O)CSc2ccc(-c3cccnc3)nn2)CC1	1	4	-2	1	3	-0.5	7	-4	2.4
O=C(CCN1CCN(Cc2ccccc2)CC1)Nc1ccc(OCc2ccccc2)cc1	-9	-14	5	-26	0	-1.2	-6	-9	-2.1
COCCNC(=O)c1c[nH]c2ccc(S(=O)(=O)Nc3ccc(F)cc3F)cc2c1=O	-7	-5	1	16	3	1.9	3	-8	1.6
Cc1ccc(C)c(OCCCNCc2ccccc2)c1	-5	-11	-1	-29	-4	-3.8	1	10	-2.2
CN1CCN(C(=O)CCCOc2ccc(Cl)cc2Cl)CC1	3	18	2	-6	2	-2.0	-9	-11	-1.2
CCOC(=O)C1=C(COC(=O)COc2ccc(OCC)cc2)NC(=O)NC1C (centres undefined)	-8	3	-6	/	5	/	/	/	/
CC1CCC2(CC1)NC(=O)N(CC(=O)Nc1cccc(S(=O)(=O)N3CCCCC3)c1)C2=O (centres undefined)	-3	-4	6	/	-3	/	/	/	/
COC(=O)c1sc(SC)c2c1CC(C)(C)C/C2=N/O	0	-1	1	-5	-4	-1.4	-1	1	-2.6
COC(=O)c1sccc1NC(=O)CSc1ccccc1NC(=O)CNC(C)C	-7	15	11	4	3	-2.5	4	11	-1.1
CC1(C)CC(=O)C=C(NCCO)C1	-5	-5	1	-5	1	-5.1	3	-19	-2.9
CCN(CC)C(=O)c1ccc2nc(-c3ccccc3)c(-c3ccccc3)nc2c1	-6	-21	2	-5	2	-0.4	4	-9	-5.0
Cc1ccc(NC(=O)COc2ccc(S(=O)(=O)N3CCOCC3)cc2)cc1	-5	-14	5	-6	-6	-0.5	5	0	-2.2
Cc1ccc(N2CCN(C(=O)c3cccs3)CC2)c(C)c1	-5	-12	0	14	-1	0.9	-3	-1	0.1
Cc1ccc(CCC(=O)Nc2ccc([N+](=O)[O-])cc2Cl)o1	-3	25	-1	-2	1	-2.5	6	0	-2.9
CCOC(=O)C1=CC[C@@H](c2cc3cc(OC)ccc3n2C)N(S(=O)(=O)c2ccc(C)cc2)[C@H]1C(=O)OCC	-3	16	1	/	-3	/	/	/	/
Cc1cc(C)nc(CCNC(=O)c2cc(COc3ccc(F)cc3F)on2)n1	2	5	-5	-3	3	-3.1	2	1	-4.3
NC(=S)N=Nc1c(O)n(CC(=O)Nc2ccccc2)c2ccccc12	-6	-2	2	6	-1	-2.9	24	-3	-3.4
COc1ccc(/C(O)=C2/C(=O)C(=O)N(CCCN(C)C)C2c2ccc(Cl)cc2)cc1OC (centres undefined)	-1	-4	7	4	2	-3.0	/	/	-3.0
CCOC(=O)CN1C(=O)S/C(=C/c2cc(C)n(-c3ccccn3)c2C)C1=O	-2	1	0	-6	3	0.9	8	8	-3.0
Cc1nnc(C)n1/N=C/c1cccc(Oc2ccccc2)c1	-3	4	-4	-2	1	-1.3	-5	9	-0.2
O=C(NC(=S)Nc1cccc2cccnc12)c1ccccc1	-2	-7	4	-1	0	-0.9	-13	-1	-7.7
O=C(NCc1ccco1)c1nc2ncccn2n1	-4	10	6	0	-3	0.0	20	-4	-0.6
COc1ccc(C(=O)Nc2nc3ccccc3c(=O)[nH]2)cc1	-6	-27	-5	4	4	-0.8	20	6	-0.3
CN(C(=O)CO/N=C/c1ccc(OC(F)F)cc1)C1CCS(=O)(=O)C1 (centres undefined)	-3	20	6	1	4	-2.7	9	-7	-3.1
SMILES	GalR3 antagonist	CRFR2-BP antag	IDE cell inh	HCV NS3 hel inh	IDE cell activ	IMP-1 inh	SUMO HTRF inh	p-CIP stab down	VIM-2 inh
Cc1ccccc1NS(=O)(=O)c1cc(C(=O)N2CCCC2)ccc1C	0	3	0	0	0	2.1	13	-13	-0.2
COc1ccc(/C=C/C(=O)NCc2nc3ccccc3[nH]2)cc1OC	-2	1	-3	6	3	-1.9	-10	5	0.1
O=C(NCc1ccco1)c1ccc(Oc2ccccc2)cc1	-5	17	6	14	0	-1.4	-9	7	-6.5
COc1ccc(C(=O)CN2C(=O)NC3(CCCc4ccccc43)C2=O)cc1OC (centres undefined)	-5	4	-1	3	-2	-2.1	-11	-3	-2.7
O=C(O)CCC(=O)N1CCc2cc(S(=O)(=O)NCCc3ccc(Cl)cc3)ccc21	/	-4	4	1	5	-3.8	6	-4	-1.1
CC(=O)NS(=O)(=O)c1ccc(N=NN2CCCCC2)cc1	6	6	2	-1	3	-1.4	-1	4	-0.7
COCCN(C(=O)COC(=O)/C=C/c1ccc2ccccc2n1)c1c(N)n(Cc2ccccc2)c(=O)[nH]c1=O	-4	7	1	19	5	0.9	13	-11	0.4
Cc1noc(C)c1C(=O)OCC(=O)NCCc1ccc(Cl)cc1	-4	-12	1	0	1	-2.2	26	-13	0.5
Cc1cc(N2CCOCC2)nc(N2CCOCC2)n1	12	-30	-4	7&10	6	-1.6&-2.0	12&-4	-5&5	-2.2&-2.7
Cc1cc2c(ncn2C(C)C)c(N)c1C	-2	-34	-2	0	6	-1.3	-8	-4	-1.9
Cc1ccc(S(=O)(=O)N2CCCC2c2nc3ccccc3s2)cc1 (centres undefined)	-4	14	1	-5	6	-2.9	0	-11	-4.5
O=C(CCCN1C(=O)/C(=C\c2cccs2)SC1=S)Nc1cccc(C(=O)O)c1	-2	-100	7	8	-2	-3.7	16	4	-3.3
COc1ccccc1N1CC(C(=O)NCCC2=CCCCC2)CC1=O (centres undefined)	6	-2	-1	/	-1	/	/	/	/
COc1cccc(CNC(=O)c2cc3ccccn3n2)c1	/	-56	2	7	-1	-2.5	21	-4	-1.7
C=CCN(CC=C)CCOc1ccccc1[N+](=O)[O-]	0	18	2	0	-2	-2.0	7	-12	-3.1
CCc1[nH]nc(C(=O)N2CCCC(Nc3cccc(F)c3)C2)c1C (centres undefined)	0	-16	1	5	2	-0.7	-6	14	0.2
CCOC(=O)C1CCN(C(=O)/C=C/c2ccc3c(c2)OCO3)CC1	-9	8	4	0	1	-0.8	-5	-7	-1.5
CCN(CC)CCNC(=O)c1cn(CC)c2ccc(S(=O)(=O)N(C)C)cc2c1=O	-2	9	4	2	0	-4.9	12	-8	0.6
CCCC(CCC)=NNC(=O)CN(Cc1ccccc1)S(=O)(=O)c1ccccc1	-11	-31	7	3	4	-3.5	4	-11	-5.3
O=C(Nc1c2ccccc2nc2ccccc12)C(Cl)(Cl)Cl	/	6	7	15	0	-2.8	-7	2	1.9
CC1Cc2ccccc2N1C(=O)CSc1nnnn1C (centres undefined)	-4	22	9	0	2	-3.7	-1	3	-4.0
O=S(=O)(/C=C/c1ccccc1)N1CCc2ccccc2C1	-15	4	-3	-2	2	-0.3	-1	5	-0.2
Cn1c(=O)cc(SCC(=O)NCc2cccnc2)c2ccccc21	-4	-3	0	1	-2	-3.3	6	-4	-1.8
CC(C(=O)NCc1ccco1)c1ccc([N+](=O)[O-])cc1 (centres undefined)	-2	10	-2	2	6	-1.9	11	0	-1.2
O=S1(=O)c2ccccc2N=NN1Cc1cc(Cl)cc(Cl)c1	/	/	-7	13	/	-1.6	8	-7	-1.9
SMILES	GalR3 antagonist	CRFR2-BP antag	IDE cell inh	HCV NS3 hel inh	IDE cell activ	IMP-1 inh	SUMO HTRF inh	p-CIP stab down	VIM-2 inh
NC(=O)NNc1ncc(C(F)(F)F)cc1Cl	-2	2	4	2	3	-3.1	4	-6	-0.9
O=C(CSc1nc2c(c(=O)n1-c1ccc(F)cc1)SCC2)N1CCCC1	/	19	3	-1	-2	-2.3	11	-7	0.1
S=C1NC2(CCCCC2)N=C1c1ccccc1	-4	-1	2	12	-1	-0.5	2	6	0.5
CC1CCCN(C(=O)C2CCN(C(=O)Nc3ccccc3)CC2)C1 (centres undefined)	-7	-3	-1	/	2	/	/	/	/
CC(C)(C)OC(=O)COc1cc(O)c2c(=O)cc(-c3ccccc3)oc2c1	-5	-4	8	-4	2	0.0	-14	-6	1.1
CCOc1ccc(N(CC(=O)NCCc2ccc(F)cc2)S(=O)(=O)c2ccccc2)cc1	-4	1	-6	-23	4	-1.7	-2	-1	0.1
COc1ccccc1CC(=O)Nc1ccc(C(=O)N2CCCCC2)cc1	-5	22	-3	11	5	0.2	20	-22	-1.1
COc1ccc(CC(=O)NNS(=O)(=O)c2ccc([N+](=O)[O-])cc2)cc1OC	-9	-5	3	-2	2	-0.5	5	-8	0.3
CC(=O)c1c(C)oc2ccc(N(C(C)=O)S(=O)(=O)c3ccc(F)cc3C)cc12	-1	-2	-5	-4	4	-1.4	6	-2	-2.6
O=C(c1ccc2c(c1)OCO2)N1CCN(S(=O)(=O)c2ccc(Cl)cc2)CC1	-8	3	-1	1	0	-5.0	1	-11	-3.8
Cc1ccc2c(c1)N(CC(=O)N1CCCCC1)C(=O)CO2	-9	7	-2	5	2	1.1	-22	9	-0.1
Cc1onc(C(=O)N2CCN(c3ccccc3)CC2)c1[N+](=O)[O-]	-10	-1	1	2	0	0.4	6	-2	-1.8
Cc1ccc(CC(=O)Nc2ccc(C(=O)N3CCOCC3)cc2)cc1	2	3	4	10	1	-0.7	9	-11	0.8
Cc1cc(C(=O)N2CCCC(C(=O)c3cccc(C(F)(F)F)c3)C2)n[nH]1 (centres undefined)	-8	-4	3	19	3	-1.7	-5	-13	-3.2
CC(Oc1ccc(NC(=O)c2ccco2)cc1)C(=O)N1c2ccccc2CC1C (centres undefined)	-3	3	-1	10	5	1.8	-1	-12	0.6
Cc1cccc(C)c1Nc1nc2ccccc2o1	/	-11	-1	5	5	-1.4	0	-8	-0.3
O=C(COc1ccc(S(=O)(=O)NCCc2ccccc2)cc1)N1CCCC1	-1	1	0	1	6	-3.6	2	-6	-3.0
CC(=O)Nc1ccc(S(=O)(=O)N2CCN(S(=O)(=O)c3ccccc3)CC2)cc1	-6	-1	2	0	4	-4.1	-2	-12	-3.3
O=C(c1nsc(Cl)c1Cl)N1CCCCC1	4	-2	3	-3	0	-1.4	-3	-8	-0.1
C/C(=N\NC(=S)NCCc1ccccc1)c1ccc(C#N)cc1	-1	5	-7	-1	4	0.7	-3	-10	-4.5
COc1ccc(-c2ccc(OC)cc2)cc1	-1	11	6	3	-2	0.3	6	-3	-2.7

Part of the list above, with values ahead of the structure.
GalR3 antagonist	CRFR2-BP antag	IDE cell inh	HCV NS3 hel inh	IDE cell activ	IMP-1 inh	SUMO HTRF inh	p-CIP stab down	VIM-2 inh	canonical_smiles
/	-4	4	1	5	-3.8	6	-4	-1.1	O=C(O)CCC(=O)N1CCc2cc(S(=O)(=O)NCCc3ccc(Cl)cc3)ccc21
6	6	2	-1	3	-1.4	-1	4	-0.7	CC(=O)NS(=O)(=O)c1ccc(N=NN2CCCCC2)cc1
-4	7	1	19	5	0.9	13	-11	0.4	COCCN(C(=O)COC(=O)/C=C/c1ccc2ccccc2n1)c1c(N)n(Cc2ccccc2)c(=O)[nH]c1=O

Bioassay records as filed in PubChem BioAssay.
